Growth percent in the NCI-60 one-dose screen (48 h, 10 µM unless noted): 100 = growth as untreated, 0 = no growth, -100 = all killed.
OVCAR-3: OVCAR-3 ovarian cancer | 79,000 tested, 7% active
OVCAR-8: OVCAR-8 ovarian cancer | 81,000 tested, 4.4% active
RXF 393: RXF 393 renal cancer cells; 77,000 tested, 6.9% active; AID 1794773
IGROV1: IGROV1 ovarian cancer; 79,000 tested, 4.7% active
OVCAR-5: OVCAR-5 ovarian cancer; 82,000 tested, 2.9% active
SK-OV-3: SK-OV-3 ovarian cancer cells. AID 1794785. 80,000 tested, 3.2% active
A498: A498 renal cancer cells; 76,000 tested, 5.4% active
OVCAR-4: OVCAR-4 ovarian cancer cells; 80,000 tested, 3.7% active; AID 1794784
ACHN: ACHN renal cancer | 81,000 tested, 4.9% active
Active calls of the source: *; . = no result given. The calls were made as follows: active = growth percent below 10; inactive = the rest.

compound	OVCAR-3	OVCAR-8	RXF 393	IGROV1	OVCAR-5	SK-OV-3	A498	OVCAR-4	ACHN
Oc1ccc(/C=N/N=C2c3ccccc3-c3ccccc32)c(O)c1	83	84	50	71	77	85	96	60	70
COc1ccc(N=c2sc(C3=c4cc(Cl)ccc4=NC3=O)c(O)n2Cc2nc3ccccc3[nH]2)cc1	39	54	42	56	103	77	68	16	72
Cc1ccc(C(=O)c2c(N)c(C#N)cn2Cc2ccc(Cl)cc2Cl)cc1	104	99	102	95	102	99	98	100	100
Cc1nc(N)sc1-c1csc(Nc2ccc(C(F)(F)F)cc2)n1	21	49	18	19	32	65	82	43	13
NS(=O)(=O)c1ccc(-n2ncc3c(=S)nc[nH]c32)cc1	111	96	49	79	98	110	115	110	105
CC(=O)C(CC(C)C)C(C)=O	113	105	115	114	108	96	102	104	108
N#Cc1c(-c2ccc(Cl)cc2)c2c(N)nn(-c3ccccc3)c2oc1=O	111	102	114	99	98	105	103	98	102
CO[C@H]1CC[C@@]2(C)C(=CC[C@H]3[C@@H]4C[C@@H](O)C[C@@]4(C)CC[C@@H]32)C1	103	102	127	106	90	102	.	90	96
COc1ccc(-c2nn(-c3cccc(Cl)c3)cc2-c2cc(-c3ccccc3)[nH]c(=O)c2C#N)cc1	26	26	-26*	49	94	-47*	.	31	11
CCOC(=O)c1c(Cl)c2c(n1Cc1ccc(OC)cc1)-c1oncc1CCC2	102	81	80	84	90	105	65	.	74
CCCCN1C=C(C)N(CCCC)CC1	98	97	118	115	97	101	97	113	105
CC(=O)c1ccc(NC(=O)Cn2c(NC3=NS(=O)(=O)c4ccccc43)nc3c2c(=O)n(C)c(=O)n3C)cc1	111	104	106	104	105	106	92	108	95
CC(C#N)OCCO (centres undefined)	121	106	118	126	96	96	110	102	101
Cc1ccc(S(=O)(=O)NCCC2CC2[C@H](O)[C@@H](O)c2ccccc2)cc1 (some centres undefined)	102	102	138	98	98	128	104	94	103
O=C(CSc1oc(-c2ccccc2)nc1S(=O)(=O)c1ccccc1)NC1CCCCC1	96	101	93	98	100	100	71	87	84
Clc1ccc(SCN(c2ccccc2)c2ccccc2)cc1	104	92	125	91	106	111	76	.	102
COC1C(COC(=O)c2ccccc2)OC(OC(C)=O)C1OC(C)=O (centres undefined)	105	110	105	97	110	97	117	106	111
CCOC(CN(CC)CC)c1ccc(CCc2ccccc2)cc1 (centres undefined)	82	90	104	118	87	101	80	90	94
CC(=O)c1ccc(C)nc1	126	91	111	101	106	117	124	107	112
NS(=O)(=O)c1ccc(-n2ncc3c(SCc4ccccc4)ncnc32)cc1	99	96	.	86	100	108	111	104	98
CC(=O)Oc1ccc(/C=N/NC(N)=S)nc1	68	46	35	92	110	88	89	56	13
CCCNCCOC(=O)c1ccc(OCC)c(N)c1	103	99	112	91	92	98	96	112	107
Oc1[nH]c2ccc(Cl)cc2c1N=Nc1nc(N=Nc2c(O)[nH]c3ccc(Cl)cc23)nc(N2CCCCC2)n1	77	26	87	23	38	94	94	42	89
COc1ccc2oc3c4[nH]c5ccccc5c4c4c(c3c2c1)C(=O)N(O)C4=O	.	102	.	95	109	99	75	104	98
CC1(C)c2ccccc2C(C)(C(Cl)(Cl)Cl)c2ccc(Cl)cc21 (centres undefined)	95	93	57	99	105	95	130	90	97
O=C(NNC(=O)c1ccncc1)OCCOCCOC(=O)NNC(=O)c1ccncc1	109	104	122	103	114	101	92	78	104
CC(C)CCC[C@@H](C)[C@H]1CC[C@H]2[C@@H]3CC=C4c5sc(N(C)c6ccccc6)nc5CC[C@]4(C)[C@H]3CC[C@]12C	104	97	101	105	102	100	124	106	106
O=C(/C=C/c1ccccn1)c1cc(Cl)ccc1O	93	88	91	99	97	95	44	88	100
CCOC(=O)C1=C(N)Oc2n[nH]c(C)c2C1c1cc(=O)oc2ccc(Cl)cc12 (centres undefined)	112	101	109	107	116	108	100	96	105
COc1cc(/C=C/C(=O)c2ccc(Cl)cc2)cc(CN2CCOCC2)c1O	92	85	104	96	100	.	92	77	90

Given field by field: part of the list above
> N#Cc1c(-c2ccc(Cl)cc2)c2c(N)nn(-c3ccccc3)c2oc1=O
- OVCAR-3 = 111
- OVCAR-8 = 102
- RXF 393 = 114
- IGROV1 = 99
- OVCAR-5 = 98
- SK-OV-3 = 105
- A498 = 103
- OVCAR-4 = 98
- ACHN = 102

> Cc1ccc(C(=O)c2c(N)c(C#N)cn2Cc2ccc(Cl)cc2Cl)cc1
- OVCAR-3 = 104
- OVCAR-8 = 99
- RXF 393 = 102
- IGROV1 = 95
- OVCAR-5 = 102
- SK-OV-3 = 99
- A498 = 98
- OVCAR-4 = 100
- ACHN = 100

> Clc1ccc(SCN(c2ccccc2)c2ccccc2)cc1
- OVCAR-3 = 104
- OVCAR-8 = 92
- RXF 393 = 125
- IGROV1 = 91
- OVCAR-5 = 106
- SK-OV-3 = 111
- A498 = 76
- OVCAR-4 = .
- ACHN = 102

> COc1ccc(N=c2sc(C3=c4cc(Cl)ccc4=NC3=O)c(O)n2Cc2nc3ccccc3[nH]2)cc1
- OVCAR-3 = 39
- OVCAR-8 = 54
- RXF 393 = 42
- IGROV1 = 56
- OVCAR-5 = 103
- SK-OV-3 = 77
- A498 = 68
- OVCAR-4 = 16
- ACHN = 72

Other compounds follow.
compound	OVCAR-3	OVCAR-8	RXF 393	IGROV1	OVCAR-5	SK-OV-3	A498	OVCAR-4	ACHN
COc1ccc(N2CCN(C(=O)C(C)c3ccc(NS(=O)(=O)c4ccccc4)cc3)CC2)cc1 (centres undefined)	100	97	110	115	95	109	86	98	103
CSc1nc2[nH]ncc2c(=O)[nH]1	97	106	93	112	98	107	75	123	110
CCOC(=O)c1cc(N2CCCCC2)nc2ccccc12	110	98	101	85	87	92	.	97	101
CC(C)C(=O)Nc1nc2c(s1)CCc1ccn(S(=O)(=O)c3ccccc3)c1-2	101	102	94	100	96	87	97	100	.
O=C1OC(=O)[C@@H]2CC=CC[C@H]12	93	101	106	120	101	110	94	102	104
O=C(COc1ccc(C2SCC(=O)N2c2ccc(Br)cc2)cc1)c1ccccc1 (centres undefined)	117	97	82	82	102	101	.	99	91
C=CC[n+]1cccc(C(N)=O)c1	103	116	106	96	98	104	101	95	95
O=C(CCCCNC(=O)c1nc(-c2ccccc2)n(-c2ccccc2)n1)NO	70	51	84	89	85	13	.	91	102
O=c1[nH][n+](-c2cccc([N+](=O)[O-])c2)no1	75	64	105	64	86	89	88	64	40
CCOC(=O)c1cc(C(=O)c2ccc(Br)cc2)n2nc(C)ccc12	101	90	79	79	98	75	93	81	99
CN(C)c1ccc(N=Nc2nccs2)cc1	101	107	96	117	109	99	89	102	96
O=C(C[n+]1cccc2cc[nH]c21)c1ccc(O)c(O)c1	117	108	120	107	107	102	107	105	108
CC1CCN(C(=S)SCC(=O)NC(=O)c2ccccc2)CC1	111	112	136	107	101	104	100	97	112
Cn1c(=O)c2c(nc(NC(N)=O)n2C)n(C)c1=O	.	106	.	97	111	113	95	115	103
Oc1ccc(Nc2ccnc3cc(Cl)ccc23)cc1CN1CCCC1	84	67	49	70	82	90	105	77	81
Cc1ccc2nc(-c3c(CCCO)noc3N)[nH]c(=O)c2c1	104	106	153	5.0*	120	106	104	97	113
Cc1ncc2c(n1)NC(=O)NC2	.	106	122	136	110	109	113	110	104
COc1ccc(-c2cc(-c3nnc(SCC(=O)Nc4ccc(/C(C)=N\O)cc4)o3)c3ccccc3n2)cc1OC	99	84	118	91	113	110	80	106	102
Cc1ccccc1N1C(=O)/C(=C2\SC(=S)N(c3ccccc3C)C2=O)SC1=S	.	95	106	100	98	110	94	98	98
CC(C)(C)c1ccc(C(=O)Nc2nc3ccc(O)cc3s2)cc1	58	31	46	48	70	79	49	46	39
CCCCC/C(=N\O)C(C)=O	109	111	108	105	95	109	80	110	98
C=C[C@]1(C)C=C2CC[C@@H]3[C@](C)(CCC[C@@]3(C)C(=O)O)[C@H]2CC1	109	115	110	141	99	111	95	114	96
Cc1ncc(CCO)c(CO)c1O	188	95	86	.	107	107	128	100	98
COC(=O)c1ccc(-c2ccc(/C=N/NC(=O)c3[nH]c4ccc(Br)cc4c3-c3ccccc3)s2)cc1O	117	102	96	115	116	111	110	95	93
N#Cc1c(-c2ccc(Br)cc2)nc2c(N=Nc3ccc(S(N)(=O)=O)cc3)c(N)nn2c1N	55	47	42	41	72	83	65	61	71
CCOC(=O)c1ccc(NC(=O)CSc2nc3ccccc3c(=O)n2CCc2ccccc2)cc1	87	64	.	69	85	81	99	91	79
COc1cc(CCCc2c3[n+](cc4c(OC)c(OC)ccc24)CCc2cc4c(cc2-3)OCO4)cc(OC)c1OC	88	91	.	90	96	86	.	96	101
Cc1[nH]c2ccccc2c1CCNC(=O)c1ccccc1F	105	108	120	98	107	97	79	103	112
Nc1ccccc1/C=C\c1ccccc1N	96	93	117	81	95	95	.	103	84
c1ccc(-c2nc3c4cc(-c5ccccc5)oc4ncn3n2)cc1	102	104	113	97	104	96	106	104	106

Profiles from above.
CCOC(=O)c1cc(N2CCCCC2)nc2ccccc12 is listed with OVCAR-3: 110; OVCAR-8: 98; RXF 393: 101; IGROV1: 85; OVCAR-5: 87; SK-OV-3: 92; A498: .; OVCAR-4: 97; ACHN: 101
COC(=O)c1ccc(-c2ccc(/C=N/NC(=O)c3[nH]c4ccc(Br)cc4c3-c3ccccc3)s2)cc1O is listed with OVCAR-3: 117; OVCAR-8: 102; RXF 393: 96; IGROV1: 115; OVCAR-5: 116; SK-OV-3: 111; A498: 110; OVCAR-4: 95; ACHN: 93

(list continues)
compound	OVCAR-3	OVCAR-8	RXF 393	IGROV1	OVCAR-5	SK-OV-3	A498	OVCAR-4	ACHN
O=C(Cn1c(-c2ccccc2)nc2ccccc21)N=Nc1c(O)[nH]c2ccc(Br)cc12	-22*	-39*	-80*	-42*	0.1*	-48*	-38*	-62*	-80*
COc1ccc2nc(C)cc(Sc3nc4ccccc4s3)c2c1	22	37	-17*	22	61	80	41	26	34
NS(=O)(=O)c1ccc(NC(=O)CCC(=O)O)cc1	115	96	105	94	90	98	90	108	108
O=C(/C=C/c1cn(-c2ccccc2)nc1-c1ccc(Cl)cc1)NNC(=O)Nc1ccc(Cl)cc1	110	100	88	93	99	101	71	105	103
Cn1cc(C(=O)c2nc(-c3c[nH]c4ccc(F)cc34)no2)c2cc(F)ccc21	97	96	108	67	96	84	112	98	96
Cc1nc2ccccc2n(C)c1=O	110	95	114	96	94	94	104	113	97
Brc1c(SCc2ccccc2)ncnc1SCc1ccccc1	112	89	114	107	103	96	80	92	.
Fc1ccc(CCNc2ncnc3[nH]ncc23)cc1	112	110	107	108	99	112	112	90	94
COc1cc2oc(-c3cccc(NC(=O)Nc4ccccc4Br)c3)cc(=O)c2c(OC)c1OC	112	74	.	106	106	113	84	103	88
CCC(C)(C)c1cc(O)c(C(C)(C)CC)cc1O	37	66	32	65	49	57	50	28	43
CC(=O)Nc1ccc(N=Nc2c(S(=O)(=O)O)cc3cc(S(=O)(=O)O)cc(OC(=O)c4ccc(N)cc4)c3c2O)cc1	108	97	103	111	113	107	.	107	111
CCN(CC)CCNC(=O)n1cc(-c2ccncc2)c(-c2cc(O)cc(Cl)c2)n1	106	40	70	97	99	56	83	55	72
CCN(CC)CCNc1ccnc2cc3ccccc3cc12	73	76	105	105	82	99	81	69	72
CC(C)(C)C(=O)/C=C/c1ccc(C#N)cc1	102	87	92	102	121	104	73	102	93
Nc1ccc(N)c2c1C(=O)c1cccc([N+](=O)[O-])c1C2=O	59	41	46	19	70	28	-74*	61	16
Oc1ccc(CCc2ccccc2)cc1	110	99	102	101	116	108	108	103	85
COc1cc(Nc2cn[nH]c2-c2ccc(Cl)cc2)cc(OC)c1OC	32	70	52	40	55	31	43	61	71
COc1ccc(C2=CC(c3ccc(OC)cc3Br)N3C=CSC3=N2)cc1 (centres undefined)	38	74	85	38	85	98	72	80	71
Cc1c(O)c(=O)ccn1C	105	106	111	108	105	106	90	110	101
CCOC(=O)c1cn2c3c(c(C)cc(C)c3c1=O)C(=O)/C(=C/c1ccc(C(F)(F)F)cc1)C2	100	93	75	96	91	80	118	86	97
O=C(/C=C/C=C/c1ccc2c(c1)OCO2)N/N=C\c1ccc(O)cc1O	9.3*	23	58	29	42	27	.	9.4*	14
CCCCC/C=C/CCC(=O)N[C@H]1[C@H](Oc2c3cc4cc2Oc2ccc(cc2Cl)[C@@H](O[C@@H]2O[C@H](CO)[C@@H](O)[C@H](O)[C@H]2NC(C)=O)[C@@H]2NC(=O)[C@H](NC(=O)[C@@H]4NC(=O)[C@H]4NC(=O)[C@@H](Cc5ccc(c(Cl)c5)O3)NC(=O)[C@@H](N)c3ccc(O)c(c3)Oc3cc(O)cc4c3)c3ccc(O)c(c3)-c3c(O[C@H]4O[C@H](CO)[C@@H](O)[C@H](O)[C@@H]4O)cc(O)cc3[C@H](C(=O)O)NC2=O)O[C@H](CO)[C@H](O)[C@@H]1O	104	101	112	101	114	111	102	110	103
C/C(CCC(=O)O)=N\Nc1ccc([N+](=O)[O-])cc1[N+](=O)[O-]	96	94	107	106	98	93	116	115	89
COc1ccc(/C=C2\Oc3cc(OCC(=O)c4ccc([N+](=O)[O-])cc4)ccc3C2=O)cc1	110	63	80	74	108	119	76	177	104
COc1cc(C(=O)OCC(C)C)ccc1O	106	99	101	115	96	106	87	110	109
O=C(CSc1nnc(-c2ccc3nc(-c4ccc(Cl)cc4)[nH]c3c2)o1)Nc1ccc(C(=O)/C=C/c2ccccc2)cc1	132	107	120	109	121	125	128	111	103
COc1c(B(O)O)cc(C)cc1-c1nc2ccc3[nH]ncc3c2c2c1CCCC2	102	53	-2.7*	61	89	63	49	102	57
O=C1c2ccccc2-c2cc3ccccc3c(=O)n21	111	50	119	75	87	82	130	113	84

Bioassay records: PubChem, NCI
